Screens as filed in PubChem.
HGIII-sPLA2 inh – human group III sPLA2 inhibitors, primary screen, biochemical, QFRET, BODIPY PC-A2 liposome substrate; Group 3 secretory phospholipase A2 (Homo sapiens), Q9NZ20; QFRET BODIPY PC-A2 liposome hydrolysis, fluorescence; inhibition, % at 12.2 µM; 0.56% of 370,000 active; AID 743126, 2013;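 active = inhibition above mean plus 3 SD of compounds lying within the high and low control bounds, cut at about 19% in these data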;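 note: 0% = median of test compound wells and 100% = no enzyme DMSO wells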
NR1D1 modulator – modulators of Rev-erb alpha DNA binding, primary screen, biochemical, FITC-DNA, fluorescence polarization, uHTS | Rev-erbα–FITC-DNA binding, 90 min | activity, % at 10 µM | 0.79% of 370,000 active | AID 1259318, 2017;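 active = activity above about 14%, limit read from the data; passing the limit was not always enough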;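 note: 0% = DMSO wells with 35 nM protein and 100% = DMSO wells with 750 nM protein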
Target sequence (P20393 whole entry, looked up): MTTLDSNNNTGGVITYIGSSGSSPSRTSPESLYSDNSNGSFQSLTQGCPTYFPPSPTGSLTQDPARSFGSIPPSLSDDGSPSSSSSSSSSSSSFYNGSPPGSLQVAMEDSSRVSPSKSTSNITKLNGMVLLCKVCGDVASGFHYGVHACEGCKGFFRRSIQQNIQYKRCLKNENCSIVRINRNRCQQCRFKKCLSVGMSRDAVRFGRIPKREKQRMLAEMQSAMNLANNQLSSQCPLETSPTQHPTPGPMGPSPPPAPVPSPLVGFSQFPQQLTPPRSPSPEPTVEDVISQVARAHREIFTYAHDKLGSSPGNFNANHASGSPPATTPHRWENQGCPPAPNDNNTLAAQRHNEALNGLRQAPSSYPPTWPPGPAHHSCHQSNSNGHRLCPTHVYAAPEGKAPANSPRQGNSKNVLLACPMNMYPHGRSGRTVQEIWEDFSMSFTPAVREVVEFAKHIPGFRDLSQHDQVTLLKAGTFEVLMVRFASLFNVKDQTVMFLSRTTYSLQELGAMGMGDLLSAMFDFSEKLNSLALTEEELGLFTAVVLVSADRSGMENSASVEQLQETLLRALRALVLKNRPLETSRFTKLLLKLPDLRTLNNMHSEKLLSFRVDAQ
ssDAF12 agonist – S. stercoralis DAF-12 nuclear receptor activators, primary screen, cell-based, luminescence, HEK293, GRIP1 co-expression, lit1-tk-luc; Nuclear hormone receptor DAF-12 (Strongyloides stercoralis); HEK293 ssDAF-12/GRIP1 lit1-tk-luc reporter; % of 3 µM dafachronic acid response; activation, % at 6.8 µM; 1% of 370,000 active;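 active = activation above the mean over all tested compounds plus 3 SD, cut at about 0.9% in these data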;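 note: 0% = DMSO-only wells and 100% = 3 µM delta7-dafachronic acid wells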
PG9 Ab binder – binders of HIV-1 gp120 antibody PG9, primary screen, biochemical, TR-FRET; AID 624416, 2012; 0.43% of 360,000 active; HIV-1 gp120 / PG9 antibody interaction; TR-FRET gp120-PG9 antibody binding; inhibition, % at 6.7 µM; in the data active = inhibition above about 8.5%
FXN GAA850 act – FXN promoter activators, primary screen, cell-based, luciferase luminescence, HEK293 lucGAA850. activation, % at 6 µM. 0.56% of 360,000 active. AID 540364, 2011. HEK293 lucGAA850 FXN promoter luciferase reporter, 24 h; percent of 10 µM SAHA response;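 active = activation above the average of all compounds screened plus 3 SD, cutoff fixed separately per campaign, cut at about 7.5% in these data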;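 note: 0% = DMSO wells and 100% = 10 µM SAHA wells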
hgDAF-12 ag – H. glycines DAF-12 receptor agonists, primary screen, cell-based, luminescence, HEK293, GAL4 fusion, UAS-luciferase; activation, % at 6.8 µM; AID 687014, 2013; 1.8% of 370,000 active; HEK293 GAL4-hgDAF12 UAS-luciferase reporter, agonist luminescence; normalized to butyrate control;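 active = activation above a cutoff set at the mean of all screened compounds plus 3 SD, cut at about 10% in these data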;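 note: 0% = DMSO wells and 100% = sodium butyrate wells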
hcDAF-12 act – H. contortus DAF-12 nuclear receptor activators, primary screen, cell-based, luminescence, HEK293, lit1-tk-luc reporter; 1.4% of 370,000 active; HEK293 hcDAF-12 lit1-tk-luc reporter; 0% DMSO, 100% Δ7-dafachronic acid; activation, % at 6.8 µM;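 active = activation above the mean of all tested compounds plus 3 SD, cut at about 5.5% in these data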;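 note: 100% = response to 3 µM Δ7-dafachronic acid high control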
DAX1 inh-1 – DAX1 (NR0B1) inhibitors, primary screen, cell-based, HEK293, Gal4-DAX1, luciferase luminescence; Nuclear receptor subfamily 0 group B member 1 (Homo sapiens), P51843; HEK293 Gal4-DAX1 luciferase reporter; inhibition, % at 6.75 µM; 0.99% of 340,000 active; AID 504766, 2011;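 active = inhibition above the mean over all tested compounds plus 3 SD, cut at about 4.2% in these data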;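 note: 0% = DAX1-transfected cells with DMSO and 100% = empty-vector control cells with DMSO; inhibition shows as a rise in luminescence from relieved DAX1 repression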
Target sequence (P51843 207-470 limits assumed): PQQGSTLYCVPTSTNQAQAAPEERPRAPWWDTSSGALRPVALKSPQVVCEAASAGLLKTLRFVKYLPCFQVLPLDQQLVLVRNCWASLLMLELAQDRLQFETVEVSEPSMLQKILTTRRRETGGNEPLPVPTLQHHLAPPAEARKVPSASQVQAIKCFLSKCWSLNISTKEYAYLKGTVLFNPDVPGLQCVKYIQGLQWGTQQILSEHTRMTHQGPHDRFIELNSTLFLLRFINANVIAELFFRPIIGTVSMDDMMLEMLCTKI
DAX1 inh-2 – DAX1 (NR0B1) inhibitors on StAR promoter, primary screen, cell-based, luminescence, SF-1 (NR5A1), full-length DAX-1; HEK293T StAR-luciferase reporter, SF-1/DAX-1 repression relief; AID 652010, 2013; inhibition, % at 6.8 µM; 1.1% of 370,000 active;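 active = inhibition above the mean over all tested compounds plus 3 SD, cut at about 3.6% in these data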;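 note: 0% = DAX-1 cells with DMSO and 100% = cells lacking DAX-1 with DMSO; higher inhibition means more luminescence from relief of DAX-1 repression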
SMARCA2 act – SMARCA2 (BRM) function activators, primary screen, cell-based, luminescence, high throughput; MG213 cells, MMTV-luciferase reporter, dexamethasone, overnight; activation, % at 9.1 µM; 1% of 370,000 active; in the data active = activation above about 7.8%;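 note: 0% = vehicle wells and 100% = reference activator wells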
PLC-beta3 inh – human PLC-beta3 inhibitors, primary screen, biochemical, fluorescence; AID 720704, 2013; Purified PLC-beta3, fluorogenic substrate; inhibition, % at 12.2 µM; 0.18% of 370,000 active; in the data active = inhibition above about 11%;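 note: 0% = median of compound wells on plate and 100% = full blocker control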
* marks the source's active call; other numbers are inactive results; nt = not tested or not shown.

SMILES	HGIII-sPLA2 inh	NR1D1 modulator	ssDAF12 agonist	PG9 Ab binder	FXN GAA850 act	hgDAF-12 ag	hcDAF-12 act	DAX1 inh-1	DAX1 inh-2	SMARCA2 act	PLC-beta3 inh
Cc1ccc(CN2C(=NC(=O)CCC(=O)O)SC3CS(=O)(=O)CC32)cc1 (centres undefined)	2	1	-1.4	1.9	0.8	3.3	-1.6	1.2	0.2	-1	-5
O=c1c(Cc2c(F)cccc2Cl)c(O)ccn1CCc1ccccn1	4	10	-0.9	-1.1	-2.2	-1.7	-1.5	0.4	0.5	-4	-1
CCCNC(=O)Nc1ccc(C(F)(F)F)cc1	2	-5	-0.7	-0.4	1.1	-0.2	-0.5	-0.1	-0.2	2	4
CN(C(=O)CCN1C(=O)/C(=C/c2ccccc2)SC1=S)C1CCS(=O)(=O)C1 (centres undefined)	-1	-4	-0.6	-2.6	-1.0	-0.7	1.1	1.4	0.5	-2	-5
Cc1cc(Nc2ccc(C(C)C)cc2)n2ncnc2n1	-5	6	-1.1	-0.3	1.0	-1.5	1.1	-0.7	-0.5	4	3
CCCCn1cnc(C(=O)OCC)c1N	-2	-4	-0.4	-0.2	1.7	4.1	0.2	-0.8	-0.4	0	2
COc1ccc(N(CC(=O)N/N=C/c2ccco2)S(=O)(=O)c2ccccc2)cc1	-1	-1	-0.5	-0.8	0.8	3.2	-0.1	1.1	0.2	-1	1
CCC(Sc1nccn1C)C(=O)Nc1cccc2ccccc12 (centres undefined)	3	-2	-0.5	-2.1	3.5	0.1	-1.8	-0.7	-0.8	0	-1
COC(=O)c1ccc(NC(=O)CSc2ccccn2)cc1	-1	-3	-1.6	-0.7	2.5	0.6	0.7	-1.6	1.0	6	-3
S=C(NCCCCc1ccccc1)NCc1ccccc1	-4	3	-0.7	-0.6	0.7	0.9	0.6	0.0	1.1	-1	-4
COCCCNC(=S)NNC(=O)c1ccccn1	5	-2	-1.0	1.3	1.2	1.8	-0.1	-1.1	-0.9	0	-1
Cn1c(N)c(C(=O)COC(=O)CCC2CCCC2)c(=O)n(C)c1=O	0	2	-1.6	0.0	0.2	-0.2	0.0	0.5	0.2	-2	-5
Cn1nc(C(F)(F)F)c(C(=O)Nc2ccc(F)cc2F)c1Sc1cccc(Cl)c1	2	-1	-1.6	-1.6	-0.8	0.0	-1.0	-0.7	-0.4	-1	1
CCOc1ccc(NC(=S)N2CCN(S(=O)(=O)c3ccc(C)cc3)CC2)cc1	-3	-3	-1.1	0.3	-0.6	-2.4	0.8	0.6	-0.8	0	-4
O=C(NCCc1ccccc1F)c1cc2ccccn2n1	-4	-3	0.8	nt	nt	13*	4.2	nt	5.0*	6	-2
CC(C)N1CCc2c(sc(NC(=O)c3ccc(S(=O)(=O)N4CCOCC4)cc3)c2C(N)=O)C1	-5	2	-1.2	-1.9	0.4	-1.1	0.4	1.6	0.1	0	-98
O=C(O)CCSSCCC(=O)O	1	6	-1.4	-1.6	-0.9	-2.6	1.9	1.1	-0.5	-1	-1
CC(=O)c1ccc(NC(=S)NC(=O)Cc2ccc(Cl)cc2)cc1	-7	19	-1.0	-0.6	-0.6	0.4	2.1	4.0	-0.3	1	-1
CN(C)CCCNc1nc2cc(-c3cccc(C(F)(F)F)c3)sc2c(=O)n1C	-12	-7	-1.7	-0.9	0.8	-2.8	-0.9	nt	0.6	2	-6
COc1cc(/C=C(/C(=O)c2cccs2)c2nc3ccccc3[nH]2)cc(OC)c1O	-1	-3	-1.2	-4.7	-2.4	8.0	-1.1	-2.7	-2.8	4	-51
CC1CN(S(=O)(=O)c2cccc(C(=O)Nc3ccccc3N3CCCCC3)c2)CC(C)O1 (centres undefined)	6	-2	-1.7	-1.0	0.4	-2.6	-2.8	-2.0	-3.0	-1	-7
CC(C)C[C@H](NC(=O)[C@H](Cc1ccccc1)n1c(=O)[nH]c2ccccc2c1=O)C(=O)N1CCC[C@@H]1C(=O)O	-4	4	0.3	1.7	-0.1	3.8	3.1	2.4	0.1	2	6
Cc1ccc(NC(=O)NNC(=O)c2cccs2)cc1	17	-4	-0.7	-1.3	0.1	6.9	5.8*	0.2	0.7	0	3
Cc1cc(C(=O)O)cc(S(=O)(=O)Nc2ccccc2C(=O)NC2CC2)c1C	4	-1	-1.7	2.0	0.3	1.3	0.1	0.5	0.8	1	-23
COc1ccc(-c2csc(C3=C(O)CN(C(C)C)C3=N)n2)cc1OC	5	1	-1.2	-5.0	2.3	-3.5	-2.3	0.5	0.3	0	-9
More entries:
SMILES	HGIII-sPLA2 inh	NR1D1 modulator	ssDAF12 agonist	PG9 Ab binder	FXN GAA850 act	hgDAF-12 ag	hcDAF-12 act	DAX1 inh-1	DAX1 inh-2	SMARCA2 act	PLC-beta3 inh
CCOc1ccc(NC(=O)c2ccc(-n3cccn3)nc2)cc1	0	-1	-0.8	-0.8	-1.1	2.0	1.1	1.1	1.1	-1	3
CC(Oc1ccc2oc3ccccc3c2c1)C(=O)NC12CC3CC(CC(C3)C1)C2 (centres undefined)	-8	6	-0.2	-0.1	2.7	2.1	-2.3	1.1	-0.5	-3	2
CCN(CC)S(=O)(=O)N1CCC(C(=O)NC2CCCC2)CC1	6	0	-1.8	-1.8	-0.4	0.9	-0.9	-0.6	0.6	-3	1
Cc1onc(-c2ccccc2)c1C(=O)N1CCCc2ccccc21	5	2	1.0*	0.0	0.7	1.1	0.3	-0.9	1.0	-4	-2
CN1CCN(NC(=O)c2cccc3ccccc23)CC1	10	4	-0.8	0.3	2.7	-0.4	2.5	-1.9	0.8	-2	-3
Cc1ccc(CNCc2cccnc2)s1	4	-2	-0.8	0.0	-2.3	-1.9	-0.7	1.0	0.5	-3	2
CCCOc1ccc(N2C(=O)CC(N(CCc3ccc(OC)c(OC)c3)C(=O)c3ccccc3)C2=O)cc1 (centres undefined)	-8	7	-1.0	-1.3	1.2	0.1	-1.0	0.3	-0.5	-3	-2
CN1C(=O)C(C)(C)c2cc(S(=O)(=O)NCC3CCC(C(=O)NC4CCCCC4)CC3)ccc21 (centres undefined)	5	2	-1.0	1.9	-0.2	2.3	-2.9	0.6	-0.5	0	-5
Cc1ccc(C(C(=O)NC(C)(C)C)N(Cc2cccs2)C(=O)c2csnn2)cc1 (centres undefined)	2	-7	-1.6	-1.3	2.5	1.2	-1.5	-0.6	0.1	-2	1
Cc1ccc(OCC(=O)Nc2ccc(C)c(F)c2)c([N+](=O)[O-])n1	10	3	-0.1	2.0	4.4	7.5	1.0	1.9	3.7*	5	2
NC(c1csc(Nc2ncccn2)n1)C1CCCCC1 (centres undefined)	23*	-2	-1.4	-2.1	0.7	1.8	-0.3	nt	-2.0	-2	0
O=C(CCNC(=O)C1CCN(S(=O)(=O)c2ccccc2)CC1)NCc1ccc(Cl)c(Cl)c1	-14	-9	-1.1	0.8	-1.2	1.2	-2.5	-0.5	-1.5	-4	-6
O=C(Nc1ccccc1F)Nc1ccc([N+](=O)[O-])cc1Cl	3	1	-1.3	-0.7	1.9	7.0	2.8	-0.5	-0.7	3	0
COc1ccc(CNC(=O)Nc2ccc(OC)cc2)cc1	9	3	-1.3	0.5	-0.5	-1.1	-0.6	2.7	0.8	0	5
COCCNC(C(=O)Nc1ccc(C)cc1[N+](=O)[O-])c1ccccc1 (centres undefined)	-5	4	-0.3	-1.1	5.1	2.7	0.8	0.3	1.5	1	-10
COc1ccc(NC(=O)c2sc(-c3ccccc3)nc2C)c(OC)c1	2	8	-1.6	-0.6	0.4	0.8	-0.1	1.3	0.3	2	-2
CCCOc1ccccc1C1NC(=O)NC(C)=C1C(=O)OCc1ccccc1 (centres undefined)	-8	5	-1.9	0.2	0.2	-2.7	-2.4	-0.5	-0.1	-1	-3
NS(=O)(=O)c1ccc(NC(=O)c2cccc3ccccc23)cc1	1	7	-1.8	-1.0	1.3	1.5	-0.4	2.1	-0.1	0	-8
CC(=O)c1c(C)[nH]c(C(=O)OCC(=O)Nc2cc(S(=O)(=O)N3CCCCC3)ccc2C)c1C	-1	1	-1.2	-1.1	-2.9	-3.9	-3.8	-0.4	0.4	-1	3
COC1CCCN(C(=O)c2ccc(OC3CCN(S(=O)(=O)N(C)C)CC3)cc2)C1 (centres undefined)	0	-4	-1.0	-0.4	0.8	0.9	-1.4	0.1	-2.0	-1	-8
CCCC[C@H]1C2CC(OC(=O)Nc3ccc(Cl)cc3)C(C2)[C@H]2CCCCN21 (some centres undefined)	4	-4	-1.0	nt	nt	2.4	-2.1	nt	1.5	-4	1
COCCNC(=O)c1ccccc1-c1ccccc1C(=O)O	1	0	-1.7	-2.0	1.3	0.4	-1.1	-0.1	-0.9	-1	2
Cc1ccc2nc(NC(=O)c3ccc(-c4nc5ccccc5s4)s3)sc2c1	1	20	-2.0	-0.5	-7.6	-8.7	-2.9	0.2	-2.9	-3	-6
COC(=O)C1=C(C)N(Cc2cccc(C(F)(F)F)c2)C(=NCc2ccc3c(c2)OCO3)NC1c1ccc(F)cc1 (centres undefined)	14	-3	-0.8	0.8	nt	-0.7	-2.5	nt	-0.8	-6	0
O=C(NCc1ccccn1)c1cc(-c2ccc(Cl)cc2)oc1C(F)(F)F	5	-4	-0.6	-0.3	-0.3	0.2	-1.8	nt	-0.7	-4	-7
Cc1nn(-c2ccccc2)c(C)c1/C=C/C(=O)OCC(=O)Nc1ncc(C(F)(F)F)cc1Cl	9	4	-0.4	-2.7	0.0	-1.1	0.3	-1.0	0.2	-2	-4
CNc1nc(SC)nc2ccsc12	-1	-3	-0.8	-0.6	-0.9	-0.8	0.7	1.6	-0.3	1	0
C=CCn1c(O)c(N=NC(=O)C(O)c2ccccc2)c2ccccc21 (centres undefined)	-3	2	-1.2	-3.5	2.8	2.8	0.0	0.9	0.1	-1	2

Filtered by structure, the compounds so far with a furan ring, fused or not (3)
SMILES	HGIII-sPLA2 inh	NR1D1 modulator	ssDAF12 agonist	PG9 Ab binder	FXN GAA850 act	hgDAF-12 ag	hcDAF-12 act	DAX1 inh-1	DAX1 inh-2	SMARCA2 act	PLC-beta3 inh
COc1ccc(N(CC(=O)N/N=C/c2ccco2)S(=O)(=O)c2ccccc2)cc1	-1	-1	-0.5	-0.8	0.8	3.2	-0.1	1.1	0.2	-1	1
CC(Oc1ccc2oc3ccccc3c2c1)C(=O)NC12CC3CC(CC(C3)C1)C2 (centres undefined)	-8	6	-0.2	-0.1	2.7	2.1	-2.3	1.1	-0.5	-3	2
O=C(NCc1ccccn1)c1cc(-c2ccc(Cl)cc2)oc1C(F)(F)F	5	-4	-0.6	-0.3	-0.3	0.2	-1.8	nt	-0.7	-4	-7
